TDP1 inh = inhibitors of human tyrosyl-DNA phosphodiesterase TDP1; Q9NUW8; recombinant TDP1, AlphaScreen DNA substrate cleavage; Potency, µM (titrated, usually from 130 µM), for inactives: at the top dose activity change, negative = inhibition, most hits filed as inhibitors; 350,000 compounds, 0.28% hits; AID 485290; further: nearly all actives have a fitted effect of over 40% in size
Target sequence (Q9NUW8 whole entry, looked up): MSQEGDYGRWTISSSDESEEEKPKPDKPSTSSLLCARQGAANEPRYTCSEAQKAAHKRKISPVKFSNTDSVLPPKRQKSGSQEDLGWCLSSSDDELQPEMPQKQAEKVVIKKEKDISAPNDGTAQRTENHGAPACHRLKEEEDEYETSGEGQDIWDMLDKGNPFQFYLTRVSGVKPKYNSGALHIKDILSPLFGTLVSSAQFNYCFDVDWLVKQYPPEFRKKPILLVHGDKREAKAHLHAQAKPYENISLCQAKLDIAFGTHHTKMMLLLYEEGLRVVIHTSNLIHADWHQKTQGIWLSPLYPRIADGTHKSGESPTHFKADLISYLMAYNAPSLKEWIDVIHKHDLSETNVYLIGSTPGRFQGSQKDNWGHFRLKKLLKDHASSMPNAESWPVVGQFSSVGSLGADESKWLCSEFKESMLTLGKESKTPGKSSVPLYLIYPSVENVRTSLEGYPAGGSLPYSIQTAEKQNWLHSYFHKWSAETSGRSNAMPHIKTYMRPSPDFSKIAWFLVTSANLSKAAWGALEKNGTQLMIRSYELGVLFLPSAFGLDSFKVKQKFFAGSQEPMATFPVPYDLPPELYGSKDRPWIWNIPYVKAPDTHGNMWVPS
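Here, a 5' biotin and 3' phosphotyrosine-FITC DNA oligonucleotide reports Tdp1 activity: intact substrate bridges AlphaScreen beads, while cleavage leaves a 3' phosphate and drops signal. All incubations at room temperature.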
N370S GC = N370S glucocerebrosidase modulation, Gaucher chaperone candidate; N370S GC spleen homogenate, 4MU-glucoside fluorescence; Potency, µM (highest dose often 59.4 µM), for inactives: at the top dose activity change, negative = inhibition, actives largely listed as inhibitors; AID 2101; P04062; 330,000 compounds, 0.092% hits;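 further: 0% = full enzyme activity and -100% = no enzyme basal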
FEN1 inh = human FEN1 inhibition | P39748 | Recombinant FEN1 flap cleavage, fluorescence, 15 min | Potency, µM (titrated, usually from 114 µM), for inactives: top-dose activity change, negative = inhibition, actives largely listed as inhibitors | 390,000 compounds, 0.35% hits | AID 588795; further: nearly all actives have a fitted effect of over 65% in size
Target sequence (P39748 whole entry, looked up): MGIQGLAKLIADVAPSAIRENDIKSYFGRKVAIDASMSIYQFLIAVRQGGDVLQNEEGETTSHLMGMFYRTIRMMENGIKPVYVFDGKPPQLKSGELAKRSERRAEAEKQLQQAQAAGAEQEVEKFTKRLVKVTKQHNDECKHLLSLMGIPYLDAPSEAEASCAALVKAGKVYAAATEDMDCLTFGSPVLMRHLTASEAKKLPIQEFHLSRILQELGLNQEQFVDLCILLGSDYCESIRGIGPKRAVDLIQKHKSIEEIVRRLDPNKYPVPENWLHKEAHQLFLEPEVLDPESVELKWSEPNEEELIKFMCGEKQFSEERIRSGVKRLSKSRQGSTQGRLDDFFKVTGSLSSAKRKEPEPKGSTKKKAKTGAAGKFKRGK
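FEN1 at 10 nM preincubated with compounds 15 min at room temperature, then flap DNA substrate added at 50 nM final. Signal read at 0 and 15 min; concentration-response fitted with four-parameter Hill equation.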
* = called active by the depositor; ? = inconclusive; . = no result given; & = joins results of further samples; [ ] = dose if it differs, or a comment. The call rests on the fitted dose curve; in most records, active means well fitted curve in the direction sought with a large enough effect; inconclusive means small, poorly fitted or top-dose-only effect, or another doubt; inactive means no such curve, though single readings can be large; an effect the other way counts as inactive or inconclusive. Unless noted, on the % scale 0 is the no-effect control and ±100 the full control effect; potency means the concentration at half of the fitted maximal effect. An unsorted share of the library; overall some 0.57% were active at least once.

1	COc1ccc(-c2noc(-c3cccnc3)n2)cc1OC
2	COC(=O)C1C(=O)CC(C)(O)C(C(=O)OC)C1c1ccc2c(c1)OCO2 (stereo not drawn)
3	CC1(C)Cc2c(sc(NC(=O)C(=O)N3CCCC3)c2C(N)=O)CO1
4	Cc1cc(N2CCOCC2)ccc1/C=C1\SC(=O)N(C(C)C)C1=O
5	FC(F)(F)c1cccc(N2CCN(C(=S)NC3CCCC3)CC2)c1
6	CCOC(=O)c1c(C)n(-c2ccccc2)c2ccc(OC(=O)c3cccc(Cl)c3)cc12
7	COc1cccc(C(=O)NC2CC(C)(C)NC(C)(C)C2)c1OC
8	Cc1cccc([C@H]2[C@@H]3C=CCC[C@@]3(C)C(=O)N2Cc2ccccc2)c1

Screen / compound no.,1,2,3,4,5,6,7,8
TDP1 inh,0%,8%,0%,2%,3%,4%[2.28 µM],.,3%
FEN1 inh,-12%,12%,3%,-19%,-13%,-4%,-9%,.
N370S GC,-2%,1%,-4%,-1%,3%,.,1%,15%[89.1 µM]

9	CN(CC(=O)N1CC(=O)N(CCc2ccccc2)C(=O)C1)S(=O)(=O)c1cccc2nsnc12
10	O=C(Cc1ccc(Cl)cc1)NCCCn1ccnc1
11	CCOC(=O)N1CCC(NC(=O)c2ccc3c(c2)N(C)CCS3)CC1
12	CC1C(=O)Nc2ccccc2N1C(=O)c1ccc(Cl)c(Cl)c1 (stereo not drawn)
13	O=C(/C=C/c1cccc([N+](=O)[O-])c1)N1CCN(c2ccc(F)cc2)CC1
14	CC(C)(C)n1nnnc1C(c1cccnc1)N1CCOCC1 (stereo not drawn)
15	Cn1cc(-c2cc3n(n2)CCC(=O)N3CCCC(=O)Nc2ccccc2Cl)c2ccccc21
16	Cc1ccc(C(=O)Nc2nc(-c3ccccn3)cs2)cc1S(=O)(=O)N1CCOCC1

Screen / compound no.,9,10,11,12,13,14,15,16
TDP1 inh,2%,3%,5%,.,-8%,-1%,5%,4%
FEN1 inh,-5%,-17%,-3%,-2%,-8%,-2%,-5%,5%
N370S GC,-4%,-7%,12%,-3%,22%,1%,.,.

Part of the list above in order of length of the SMILES, descending.
15	Cn1cc(-c2cc3n(n2)CCC(=O)N3CCCC(=O)Nc2ccccc2Cl)c2ccccc21
5	FC(F)(F)c1cccc(N2CCN(C(=S)NC3CCCC3)CC2)c1
7	COc1cccc(C(=O)NC2CC(C)(C)NC(C)(C)C2)c1OC

Screen / compound no.,15,5,7
TDP1 inh,5%,3%,.
FEN1 inh,-5%,-13%,-9%
N370S GC,.,3%,1%

Going on with the list:
17	CC1CN(C/C(=N\O)C23CC4CC(CC(C4)C2)C3)CC(C)O1 (stereo not drawn)
18	CC1(C)C/C(=N\O)C(C(O)c2cccc([N+](=O)[O-])c2)C(C)(C)N1 (stereo not drawn)
19	COc1ccc(N2CSC3=C(C#N)C(c4ccc(OC)c(OC)c4)CC(=O)N3C2)c(OC)c1 (stereo not drawn)
20	Cc1ccc(NC2=NCC(Cc3ccc(Br)cc3)S2)cc1 (stereo not drawn)
21	COc1ccc(C(CC(=O)O)n2cnnn2)cc1 (stereo not drawn)
22	COc1ccc(C(=O)Nc2ccc(NC(=O)c3cccc(OC)c3)cn2)cc1
23	Cc1c(C(=O)NCc2cccnc2)oc2ccc(S(=O)(=O)N3CC(C)CC(C)C3)cc12 (stereo not drawn)
24	CC(=O)Nc1cc(C(=O)NCc2ccc(C)cc2)ccc1S(=O)(=O)c1ccc(Cl)cc1

Screen / compound no.,17,18,19,20,21,22,23,24
TDP1 inh,.,1%,5%,0%,3%,-10%,3%,8%
FEN1 inh,-2%,0%,?,-27%,16%,7%,-11%,-7%
N370S GC,-14%,-2%,-4%,-22%,-5%,-7%,2%,.

25	CN(C)S(=O)(=O)c1cc(NC(=O)CNCc2ccc(F)cc2)ccc1Cl
26	O=S1(=O)CCO[C@H]2Cc3ccccc3[C@H]2N1Cc1cccc(Cl)c1
27	Cc1cc(NC(=O)COC(=O)C2CCN(S(=O)(=O)c3ccccc3)CC2)c([N+](=O)[O-])cc1C
28	COc1ccc(CNc2nc(-c3cccnc3)nn2C(=O)c2ccco2)cc1
29	O=C(CSCc1c(Cl)cccc1Cl)Nc1ccccc1-c1ccccc1
30	O=C(CN1CCN(c2ccccc2)CC1)Nc1ccccc1C(F)(F)F
31	CCC/C(C#CCCN1C(=O)c2ccccc2C1=O)=C1/c2ccccc2C(=O)N1c1ccccc1
32	Cc1ccc(-n2ncc3c(NC4CCCCC4)ncnc32)cc1

Screen / compound no.,25,26,27,28,29,30,31,32
TDP1 inh,.,.,4%,0%,-3%,2%,1%,8%
FEN1 inh,-15%,1%&-5%,-6%,2%,1%,12%,8%,-5%
N370S GC,-9%,-1%,4%,10%,14%,16%,.,.

Two entries drawn at random from those above:
28	COc1ccc(CNc2nc(-c3cccnc3)nn2C(=O)c2ccco2)cc1
26	O=S1(=O)CCO[C@H]2Cc3ccccc3[C@H]2N1Cc1cccc(Cl)c1

Screen / compound no.,28,26
TDP1 inh,0%,.
FEN1 inh,2%,1%&-5%
N370S GC,10%,-1%

New compounds follow.
33	CCOC(=O)Cn1c2ccccc2c2nc(C)sc21
34	O=C(OCC(=O)N1CCOCC1)c1cc(F)c(F)cc1Cl
35	COc1ccccc1C(=O)Nc1ccc2c(c1)OCO2
36	O=C1C(Cl)=C(Nc2ccc(O)cc2)C(=O)c2ccccc21
37	CC(C)(C)c1nn2cnnc2n(/N=C/c2ccccc2)c1=O
38	COc1ccc(C(=O)NCc2nnc(SCC(=O)Nc3cccc(C(F)(F)F)c3)o2)cc1OC
39	COc1ccc(OC(C)C(=O)Nc2ccccc2C(F)(F)F)cc1 (stereo not drawn)
40	COc1ccc(S(=O)(=O)N(C)C[C@@H]2Oc3c(NS(C)(=O)=O)cccc3C(=O)N([C@@H](C)CO)C[C@H]2C)cc1

Screen / compound no.,33,34,35,36,37,38,39,40
TDP1 inh,-3%,.,-1%,4%,-5%,0%,3%,3%
FEN1 inh,0%,-2%,0%,-8%,-5%,-10%,1%,1%
N370S GC,7%,1%,1%,-16%,5%,-5%,8%,.

41	Cc1cc(NC(=O)CC(F)(F)F)n(-c2ccccc2)n1
42	Cc1ccc(C)c(CN2C(=O)c3ccccc3S(=O)(=O)c3ccc(C(=O)NCCC4=CCCCC4)cc32)c1
43	Cc1cccc(NC(=S)NCc2ccc3[nH]c4c(c3c2)CCCC4)c1
44	O=C(Cc1ccc([N+](=O)[O-])cc1)Nc1ccc2c(c1)OCO2
45	CC(NC(=O)c1ccc2ccccc2n1)c1ccc(S(N)(=O)=O)cc1 (stereo not drawn)
46	CC1CCN(C(=O)c2ccc(NS(C)(=O)=O)cc2)CC1
47	O=C(N/N=C/c1cc(Br)cc(Br)c1O)c1cccc(S(=O)(=O)N2CCOCC2)c1
48	Nc1cc(=O)[nH]c(SCC(=O)Nc2cccc([N+](=O)[O-])c2)n1

Screen / compound no.,41,42,43,44,45,46,47,48
TDP1 inh,-1%,7%,11%,0%,.,-4%,.,.
FEN1 inh,17%,-16%,2%,16%,-10%,8%,-3%,16%
N370S GC,-6%,.,27%,-3%,2%,3%,-21%,-16%

Single records, as listed above.
Nc1cc(=O)[nH]c(SCC(=O)Nc2cccc([N+](=O)[O-])c2)n1 is listed with TDP1 inh: .; FEN1 inh: 16%; N370S GC: -16%
O=C(N/N=C/c1cc(Br)cc(Br)c1O)c1cccc(S(=O)(=O)N2CCOCC2)c1 is listed with TDP1 inh: .; FEN1 inh: -3%; N370S GC: -21%

Compounds above that have bromine (2):
20	Cc1ccc(NC2=NCC(Cc3ccc(Br)cc3)S2)cc1 (stereo not drawn)
47	O=C(N/N=C/c1cc(Br)cc(Br)c1O)c1cccc(S(=O)(=O)N2CCOCC2)c1

Screen / compound no.,20,47
TDP1 inh,0%,.
FEN1 inh,-27%,-3%
N370S GC,-22%,-21%

(cont.)
49	CCOC(=O)c1c(NC(=O)COc2ccc(Cl)cc2Cl)sc2c1CCCCC2
50	CCCOc1ccc(-c2csc3nc[nH]c(=O)c23)cc1
51	CN1CCN(c2nc(Nc3ccccc3)nc(N)c2[N+](=O)[O-])CC1
52	O=C1CCC(C(=O)N2CCc3ccccc3C2)CN1CCCN1CCOCC1 (stereo not drawn)
53	CCc1cccc(NC(=O)c2ccc(CN3C(=O)C(C)=C(c4ccc(OC)cc4)S3(=O)=O)cc2)c1
54	COc1ccc(N2C(=O)CCC(C(=O)c3ccccc3)=C2C)cc1
55	CCOc1ccccc1NC(=O)COC(=O)CCOc1cc(C)ccc1C
56	Cc1ccc(OC(=O)CSc2nnc(-c3ccc4c(c3)OCO4)o2)cc1

Screen / compound no.,49,50,51,52,53,54,55,56
TDP1 inh,5%[12.3 µM],1%,3%,6%,2%,-4%,.,9%
FEN1 inh,-4%,16%,-6%,-4%,-8%,-4%,-5%,-3%
N370S GC,.,-5%,-18%,-15%,.,5%,6%,.

57	Cc1ccc(-c2nc3sc(C(N)=O)c(N)c3c3c2CCCC3)cc1
58	S=C(NC1CCCCC1)c1ccc2c(c1)OCO2
59	CC(C)(C)C1CC=C2C(C#N)=C(N)C(C#N)(C#N)C(c3cccs3)C2C1 (stereo not drawn)
60	Cc1nn(-c2ccccn2)c2nc(-c3cccs3)cc(C(=O)N3CCOCC3)c12
61	CCOC(=O)c1sc2ncn(/N=C/c3ccc(O)cc3)c(=O)c2c1C
62	CCOc1ccccc1N=Cc1c(O)c2ccccc2oc1=O
63	Cc1cc(C(F)F)n2nc(C(=O)Nc3sc4c(c3C#N)CCC(C)C4)nc2n1 (stereo not drawn)
64	Cc1cccc(C(=O)OCC(=O)NCC(C)C)c1O

Screen / compound no.,57,58,59,60,61,62,63,64
TDP1 inh,-1%,-7%,1%,7%,-3%,.,1%,8%
FEN1 inh,?,-8%,.,-12%,0%,-3%,-15%,0%
N370S GC,12%,-17%,5%,-9%[2.35 µM],-9%,1%,5%,-10%

65	COc1ccc(Oc2nc(C)cc(C)c2C#N)cc1
66	O=C(CSCc1nc2cccnc2n1C1CCCCC1)NCc1cccc(Cl)c1
67	CCN1C(=O)c2cccc3c(S(=O)(=O)Nc4ccccc4)ccc1c23
68	Cc1ccc(NC2=CC(=O)CC(C)(C)C2)c(N)c1
69	CN(C)CCCN(C(=O)c1ccc2c(c1)OCCO2)c1nc2cc3c(cc2s1)OCO3
70	CCOc1cc(N2CCOCC2)c(OCC)cc1NC(=O)CN1C(=O)NC(C)(C2CC2)C1=O (stereo not drawn)
71	O=C(NC1CCCCC1)C1CC(=O)N(c2ccccc2)C1 (stereo not drawn)
72	C/C(=N/NC(=O)c1cc(C(C)C)[nH]n1)c1cccs1

Screen / compound no.,65,66,67,68,69,70,71,72
TDP1 inh,-3%,3%,4%,12%,1%,5%,.,2%
FEN1 inh,3%,-11%,-18%,5%,-12%,-5%,3%,1%
N370S GC,1%,.,?,-21%,-10%,-4%,0%,3%

73	CNC(=O)c1ccc(Nc2nnc(-c3ccc(C)c(S(N)(=O)=O)c3)c3ccccc23)cc1
74	Cc1ccn2c(Nc3ccccc3C)c(-c3ccccn3)nc2c1
75	CCCn1c(NC(=O)CCNC(=O)c2ccccc2Cl)nc2ccccc21
76	COC(=O)c1ccc(CNC(=O)C(C)N=C2NS(=O)(=O)c3ccccc32)cc1 (stereo not drawn)
77	CCC(C)(C)C1CCC2(CC1)NC(=O)N(CC(=O)NCCc1ccc(OC)c(OC)c1)C2=O (stereo not drawn)
78	CCCS(=O)(=O)N1CCN(c2ccccn2)CC1
79	C#CCn1c(=O)c2c(nc(/C=C/c3cccc(OC)c3)n2C)n(CCCO)c1=O
80	CCc1ccc(NS(=O)(=O)c2ccc(OC)c3ncccc23)cc1

Screen / compound no.,73,74,75,76,77,78,79,80
TDP1 inh,.,12%&13%,2%,-4%,1%,1%,11%,-2%
FEN1 inh,-21%,5%&-22%,-3%,5%,-6%,-1%,.,-6%
N370S GC,-4%,-16%,.,-21%,.,2%,1%,-8%
